Screens deposited in PubChem BioAssay by Sanford-Burnham Center for Chemical Genomics.
CXCR6 inh: inhibitors of human CXCR6 receptor. CHO-K1 PathHunter CXCR6 beta-arrestin, luminescence. inhibition, % at 20 µM. hit rate 0.36% among 360,000; in the data active = inhibition above about 34%, passing the limit was not always enough;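 also: antagonist mode with CXCL16 agonist at 10 nM final; 0% = 10 nM CXCL16 with DMSO and 100% = unstimulated wells without agonist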
Target sequence (O00574 whole entry, looked up): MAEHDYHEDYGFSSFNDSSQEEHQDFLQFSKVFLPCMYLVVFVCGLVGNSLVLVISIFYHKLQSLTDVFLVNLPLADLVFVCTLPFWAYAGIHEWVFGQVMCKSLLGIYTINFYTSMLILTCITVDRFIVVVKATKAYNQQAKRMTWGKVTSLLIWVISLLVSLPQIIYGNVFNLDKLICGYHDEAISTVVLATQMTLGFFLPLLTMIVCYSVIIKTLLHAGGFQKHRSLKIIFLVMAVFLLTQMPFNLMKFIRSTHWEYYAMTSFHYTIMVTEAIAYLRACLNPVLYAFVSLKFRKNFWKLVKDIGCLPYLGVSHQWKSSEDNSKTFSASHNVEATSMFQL
A3G deaminase: APOBEC3G (human) deaminase inhibition. Q9HC16. recombinant A3G, ssDNA deamination FAM/TAMRA fluorescence. inhibition, % at 20 µM. hit rate 0.28% among 330,000. AID 493012;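 active = inhibition of at least 40% at 20 µM, with no more than 30% in the related APOBEC3A deaminase screen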;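 also: plate controls were DMSO wells with A3G for no effect and wells lacking A3G enzyme for full effect; some compounds called inactive have numbers as strong as hits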
Gli-Sufu antag: blocks Gli-Sufu signaling in a luciferase reporter; Sufu-KO-LIGHT fibroblasts, Gli luciferase reporter luminescence; inhibition, % at 5 µM; hit rate 0.74% among 340,000; AID 588413;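 active = inhibition above about 55%, limit read from the data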;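 also: 0% = DMSO-treated cells and 100% = wells with medium but no cells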
NR3A LBD binder: modulates the human NR3A ligand-binding domain | hit rate 2.5% among 340,000 | NR3A LBD differential scanning fluorimetry, Tm shift; 0% = protein alone, 100% = glycine-bound protein | AID 1259313 | Tm shift relative to glycine control, % at 25 µM;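 active = melting temperature shift of at least 10% of the positive control shift, at one fixed dose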
MPTP inh: permeability transition pore inhibition. isolated mouse mitochondria, Ca2+ swelling absorbance, 30 min. inhibition, % at 10 µM. hit rate 1.4% among 360,000. AID 602449;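 active = inhibition of 50% or more, scaled per plate between neutral and stimulator controls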;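 also: 0% = DMSO wells given calcium and 100% = 1 mM EGTA wells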
CCR6 antag: antagonists of human CCR6 receptor; P51684; CHO-K1 CCR6 PathHunter beta-arrestin, luminescence, CCL20-stimulated; inhibition, % at 20 µM; hit rate 0.49% among 340,000; AID 493098;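 active = compounds whose inhibition of the agonist-driven luminescence signal at 20 µM reaches about 50%, limit read from the data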;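 also: cells stimulated with CCL20 at 14 nM final; plate controls were DMSO with CCL20 for no effect and DMSO without agonist for full effect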
Target sequence (P51684 whole entry, looked up): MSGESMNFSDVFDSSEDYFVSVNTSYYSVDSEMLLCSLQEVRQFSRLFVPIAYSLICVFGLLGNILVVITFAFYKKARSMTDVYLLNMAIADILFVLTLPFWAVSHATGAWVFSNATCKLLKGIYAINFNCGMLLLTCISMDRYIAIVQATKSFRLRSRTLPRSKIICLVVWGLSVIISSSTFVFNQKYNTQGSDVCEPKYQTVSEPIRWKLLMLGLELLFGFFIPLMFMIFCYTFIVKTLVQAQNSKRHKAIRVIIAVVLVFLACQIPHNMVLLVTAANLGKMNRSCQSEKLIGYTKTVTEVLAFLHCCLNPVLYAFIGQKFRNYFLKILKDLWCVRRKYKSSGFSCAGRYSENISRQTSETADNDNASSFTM
EBI2 antag: antagonists of human EBI2 receptor; EBI2 beta-arrestin recruitment, luminescence, 7a,25-OHC stimulated; inhibition, % at 5 µM; hit rate 0.81% among 360,000; AID 651636; P32249; in the data active = inhibition above about 38%;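 also: enzyme fragment complementation signal reports receptor beta-arrestin coupling in cells; 0% = agonist plus DMSO wells and 100% = wells without agonist; some results beyond the cut were filed as inactive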
APOBEC3A inh: inhibitors of human APOBEC3A DNA deaminase; hit rate 0.41% among 330,000; inhibition, % at 20 µM; AID 493011; recombinant A3A, FAM/TAMRA ssDNA deamination fluorescence;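 active = at least 40% inhibition at 20 µM here, with at most 30% in a related deaminase screen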;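 also: plate controls were A3A with DMSO for no effect and wells lacking A3A enzyme for full effect; some results filed as inactive read as strong as hits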
Target sequence (P31941 whole entry, looked up): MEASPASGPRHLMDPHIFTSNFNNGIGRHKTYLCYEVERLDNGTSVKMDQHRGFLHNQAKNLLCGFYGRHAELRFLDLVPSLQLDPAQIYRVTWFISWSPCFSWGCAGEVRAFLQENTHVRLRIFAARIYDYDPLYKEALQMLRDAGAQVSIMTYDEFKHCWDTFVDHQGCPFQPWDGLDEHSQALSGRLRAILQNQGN
Active calls of the source: *.

SMILES	CXCR6 inh	A3G deaminase	Gli-Sufu antag	NR3A LBD binder	MPTP inh	CCR6 antag	EBI2 antag	APOBEC3A inh
C[C@H](NC(=O)c1nc[nH]c1C(=O)NC(c1ccccc1)c1ccccc1)C(=O)OCc1ccccc1	-1	-12	1	-9	0.0	0	15	-3
Cc1ccc(C(=O)NCc2ccc(F)cc2)s1	0	-1	-6	1	2.5	-1	9	-1
COCCNC(=O)CC(c1ccccc1)c1ccccc1	-7	-4	4	-1	8.7	-14	7	1
Cc1c(NC(=O)c2ccc(Cl)s2)c(=O)n(-c2ccccc2)n1C	4	-9	-9	-3	0.7	-4	0	-5
Cc1cccc(C)c1NC(=O)C(=O)NCc1ccccn1	2	-5	10	3	3.2	-5	-10	-2
COc1ccc2c(C)c(C(=O)N3CCN(Cc4ccccc4)CC3)oc2c1	-3	-7	7	3	0.0	19	45*	0
COc1ccc(CN(Cc2ccccn2)C(=O)CN2C(=O)C(C)Oc3ccccc32)cc1 (centres undefined)	11	-5	-2	1	-0.6	-4	-11	0
CCCC(C(=O)NC1CCCC1)N(CCCN1CCOCC1)C(=O)c1snc(C(N)=O)c1N (centres undefined)	-1	-10	2	0	1.1	1	-7	-8
CN(Cc1ccc(F)cc1)C(=O)CCc1nnc(-c2ccccc2)o1	-9	-7	0	-1	0.1	7	0	0
CC/C(=N\NC(=O)c1nnn(-c2nonc2N)c1-c1ccc2c(c1)OCO2)c1ccccc1	3	-1	6	-3	0.4	12	6	-2
COC(=O)c1ccccc1N1C(=O)[C@@H]2C(c3ccc(F)cc3)=NO[C@@H]2C1=O	3	-1	7	-3	-1.3	-11	6	1
CCOC(=O)Nc1ccc([N+](=O)[O-])cc1C	0	-6	22	-2	-0.8	-1	0	3
CCCCCCC(=O)NNC(=O)CC(=O)Nc1ccccc1C(=O)O	4	-11	-1	1	-0.8	10	-13	-7
COc1ccc(C2SCCN2S(=O)(=O)c2ccc(NC(C)=O)cc2)cc1OC (centres undefined)	-13	-10	-10	0	1.4	9	2	-1
COc1ccc(NC(=S)NCc2ccccn2)cc1OC	-7	-5	-5	0	2.4	13	-6	-4
Cc1cc(C)cc(-c2nnc(SCC(=O)NCc3cccs3)o2)c1	10	-2	6	-12	0.9	4	2	0
C#CCOC(=O)C(NC(=O)c1ccccc1)=C(C)C	-2	-8	1	2	3.3	4	-1	-1
CCOc1ccc(S(=O)(=O)N(CC(=O)NCc2cccnc2)c2ccc(F)cc2)cc1	-8	-15	-3	1	-0.2	14	-6	-1
CCOC(=O)c1cnn(Cc2ccc(C)cc2)c1N	-1	-5	1	0	0.5	0	5	0
O=C(CCCc1nc(-c2ccccc2)no1)NCc1cccnc1	-1	-7	2	0	9.0	9	5	-4
Cc1cc(CNC(=O)Cn2nc(C)c([N+](=O)[O-])c2C)c2ccccc2n1	-1	-4	1	-2	3.6	-14	-12	2
O=C(COC(=O)c1ccc(O)cc1)NCCC1=CCCCC1	5	-4	-3	1	1.2	-2	-4	2
O=C(Nc1ccccc1)Nc1nc(-c2ccccc2)cs1	3	1	-28	23*	85*	-4	0	4
COC(=O)c1cc(NC(=O)CSc2nc(C)cc(=O)[nH]2)cc(C(=O)OC)c1	5	-4	1	2	-1.5	13	-18	0
Cc1cc(C)c2nc(NC(=O)c3ccc([N+](=O)[O-])o3)sc2c1	2	-3	-12	-1	3.0	42	9	-4

Record cards (already shown). Order of screens: CXCR6 inh | A3G deaminase | Gli-Sufu antag | NR3A LBD binder | MPTP inh | CCR6 antag | EBI2 antag | APOBEC3A inh
Entry for O=C(COC(=O)c1ccc(O)cc1)NCCC1=CCCCC1 → 5 | -4 | -3 | 1 | 1.2 | -2 | -4 | 2
Entry for COc1ccc(CN(Cc2ccccn2)C(=O)CN2C(=O)C(C)Oc3ccccc32)cc1 (centres undefined) → 11 | -5 | -2 | 1 | -0.6 | -4 | -11 | 0
Entry for CCCCCCC(=O)NNC(=O)CC(=O)Nc1ccccc1C(=O)O → 4 | -11 | -1 | 1 | -0.8 | 10 | -13 | -7
Entry for COCCNC(=O)CC(c1ccccc1)c1ccccc1 → -7 | -4 | 4 | -1 | 8.7 | -14 | 7 | 1
Entry for CCCC(C(=O)NC1CCCC1)N(CCCN1CCOCC1)C(=O)c1snc(C(N)=O)c1N (centres undefined) → -1 | -10 | 2 | 0 | 1.1 | 1 | -7 | -8

The list goes on:
SMILES	CXCR6 inh	A3G deaminase	Gli-Sufu antag	NR3A LBD binder	MPTP inh	CCR6 antag	EBI2 antag	APOBEC3A inh
COc1ccc(C(=O)N2CCC(C(=O)NCc3ccccn3)CC2)cc1	-8	-3	0	2	-1.4	10	17	-8
CC(C)=C1SC(N2CCCCC2)=NC1=O	-6	-6	2	4	0.4	9	-2	-4
Cc1cccc(N(Cc2ccccc2)C(=O)Cc2ccc(S(=O)(=O)N3CCOCC3)s2)c1	1	-9	-10	-2	0.0	8	-1	0
O=C(NCC1CCCO1)c1cc(S(=O)(=O)N2CCOCC2)ccc1Cl (centres undefined)	3	2	-1	2	0.2	13	-8	1
O=S(Cc1ccc(Br)cc1)Cc1nnc(SCc2ccc(Br)cc2)n1-c1ccccc1 (centres undefined)	-8	-3	41	-7	-3.6	21	20	0
COc1ccc2cc(CN(C(=O)Nc3ccccc3)C3CCCC3)c(=O)[nH]c2c1	1	-7	2	-5	2.6	1	0	-3
Cc1cc(OCCCN2CCCC2)ccc1Cl	-1	-5	9	2	1.1	5	5	-3
O=C(CCCCn1c(=O)[nH]c2ccccc2c1=O)NCCC1=CCCCC1	-2	-3	3	-2	1.1	7	3	1
CC(=O)Nc1ccc(OCC(O)CN2CCN(c3cc(Cl)ccc3C)CC2)cc1 (centres undefined)	2	-3	4	-1	-3.8	10	7	1
Cc1ccc2cc(CNC(C)C)c(=O)[nH]c2c1	5	-3	7	0	-4.1	-6	-5	-2
COc1cc2c(cc1OC)-c1cc(NC3CCCCCC3)nc(=O)n1CC2	8	-6	-4	-1	-0.3	-9	6	-3
Cc1nn(-c2ccccc2)c(Cl)c1C(=O)OCC(=O)NCCc1ccccc1	6	-3	5	1	0.8	6	23	0
NC(=O)c1cc(Cc2ccccc2)sc1NC(=O)c1ccco1	4	25	-49	-10	-1.9	11	9	2
CCOC(=O)CC(=O)CSc1nc(-c2ccccc2)cc(-c2ccccc2)c1C#N	4	-7	1	2	-1.0	11	17	-3
Cc1ccc(NC(=O)CSc2ncc3ccccn23)cc1	-1	-5	-18	-1	-1.0	5	2	-3
O=C(NCCCN1CCOCC1)c1ccc(S(=O)(=O)Nc2cccc(C(F)(F)F)c2)cc1	-5	4	10	-2	2.2	-18	-11	0
CSc1nsc(SCC(=O)Nc2c(C)n(C)n(-c3ccccc3)c2=O)n1	-3	-4	-1	0	-0.6	-11	15	-1
O=C(Nc1cccc(S(=O)(=O)N2CCOCC2)c1)c1cc2ccccc2o1	-5	2	-5	-1	11	6	7	5
CN(C1CCCCC1)S(=O)(=O)c1ccc(NC(=O)CCC(=O)O)cc1	-19	-6	1	-1	-4.8	-11	-11	0
Cc1ccc(Cl)cc1NC(=S)N(CCCN1CCN(C)CC1)Cc1ccco1	3	7	1	1	0.6	4	3	4
Cc1ccc(-c2[nH]ncc2CNCCc2cnn(-c3ccccc3)c2)cc1C	-12	-5	-4	-4	4.3	-1	-8	-3
CCOc1ccc(C(=O)C[n+]2ccc(C(=O)NCCO)cc2)cc1	-4	-3	12	0	-1.0	1	3	-2
CCOc1ccc(CN2CCN(Cc3[nH]c4ccccc4c3C)CC2CCO)cc1 (centres undefined)	-3	-11	4	1	-2.6	5	-2	0
Cc1cc(NC(=O)c2noc3c2CCCCC3)no1	1	-5	-31	-1	-0.1	-2	-6	1
CC(Sc1nnc(C2CC2)n1C1CC1)C(=O)NC1(C#N)CCCCC1 (centres undefined)	0	-2	15	-1	0.9	-14	-5	-1

2 of the compounds above, bar-delimited.
SMILES | CXCR6 inh | A3G deaminase | Gli-Sufu antag | NR3A LBD binder | MPTP inh | CCR6 antag | EBI2 antag | APOBEC3A inh
CCOc1ccc(C(=O)C[n+]2ccc(C(=O)NCCO)cc2)cc1 | -4 | -3 | 12 | 0 | -1.0 | 1 | 3 | -2
CCOc1ccc(CN2CCN(Cc3[nH]c4ccccc4c3C)CC2CCO)cc1 (centres undefined) | -3 | -11 | 4 | 1 | -2.6 | 5 | -2 | 0

Next compounds
SMILES	CXCR6 inh	A3G deaminase	Gli-Sufu antag	NR3A LBD binder	MPTP inh	CCR6 antag	EBI2 antag	APOBEC3A inh
COc1ccc(N(C(=O)c2cccnc2)S(=O)(=O)c2ccc3c4c(cccc24)C(=O)N3C)cc1	7	-3	18	3	2.0	2	-10	-1
CCOC(=O)NC(O)C(=O)c1ccc(F)cc1 (centres undefined)	10	-3	-4	0	-1.3	13	-11	0
Cc1cccc(OCCCCN2CCNCC2)c1	-5	-5	2	-1	-0.8	13	-5	1
O=C(Cc1c(Cl)cccc1Cl)N1CCN(S(=O)(=O)c2cccs2)CC1	3	-11	7	0	-1.5	8	-3	-4
CC(C)(C)c1ccc(C(=O)Nc2ccc(O)c3c(=O)cc(-c4ccccc4Cl)oc23)cc1	-4	-11	-3	-10	0.9	-1	-13	0
C=C(C)CNC(=S)Nc1cccc(S(=O)(=O)NC2=NCCC2)c1	8	-11	20	0	-0.3	4	-6	-5
Cc1ccc2nc(-c3ccncc3)c(NC3CCCCC3)n2c1	2	14	11	-6	-0.1	10	4	1

Quoted from the listing.
MPTP inh result of CCOC(=O)NC(O)C(=O)c1ccc(F)cc1 (centres undefined) reads -1.3
MPTP inh result of C=C(C)CNC(=S)Nc1cccc(S(=O)(=O)NC2=NCCC2)c1 reads -0.3
CCR6 antag result of CC(C)(C)c1ccc(C(=O)Nc2ccc(O)c3c(=O)cc(-c4ccccc4Cl)oc23)cc1 reads -1
EBI2 antag result of O=C(Cc1c(Cl)cccc1Cl)N1CCN(S(=O)(=O)c2cccs2)CC1 reads -3
